Chronic BCR inh – chronic active BCR signaling inhibition | ABC-DLBCL IkBa-CBG/CBR reporter, luminescence ratio, 4 h | Potency, µM (highest dose often 46.1 µM), for inactives: top-dose ratio change, negative = lower green/red ratio, most hits filed as inhibitors | 340,000 compounds, 0.05% hits | AID 493014; active = well fitted inhibition curve with a large enough effect in the signal ratio, with a control signal flat, not every such curve was filed as active; inconclusive = small, poorly fitted or top-dose-only effect, or effect the other way, or a change in a side signal; the % refers to the signal ratio;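 also: potency is read from the fitted curve at half-maximal effect; plate controls were basal doxycycline-induced cells for no effect and cells given 10 µM MG132 for full effect; MG132 reads +100%, hits lower the ratio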
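Cell line TMD8 (human ABC DLBCL), stably expressing tet-inducible CBG68-IkBa fusion and CBR; IMDM/0.5% FBS; cpd up to 46 uM; dox induction, 4 h, 37C/5% CO2; dual luminescence; green/red ratio; MG132 control.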
Giardia killer – Giardia lamblia killing | Giardia lamblia trophozoite viability | activity change, % at 7.66 µM, hits read low | 340,000 compounds, 0.15% hits; in the data active = activity change below about -80%; inconclusive = between about -30% and that limit;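 also: parasites exposed to compound for two days anaerobically before the ATP read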
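Anaerobic 48 hrs incubation at 37 deg C of 100 trophozoites/well with test compounds; ATPLite 1-Step luminescence, 15-30 min RT, reports cellular ATP as viability.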
Coupling enz – coupling enzyme interference in Giardia aldolase counter-screen; coupling enzyme system counterscreen, AmpLite Red fluorescence; activity change, negative = inhibition, % at 58.2 µM, hits read low; 290,000 compounds, 0.67% hits; in the data active = activity change below about -30%
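First, compound is pin-transferred into glyceraldehyde-3-phosphate coupling-enzyme reagent at 57.5 uM final and held 10 min at RT. Next, substrate, coupling system and AmpLite Red are added. After 20 min RT, fluorescence (525/598 nm) is read.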
KCNH2 3.1 inh – blocks the human KCNH2 3.1 channel isoform; activity change, % (tested at about 1.8 µM); 340,000 compounds, 0.95% hits; U2OS KCNH2 3.1, thallium flux FluxOr; stronger effect = lower value;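 active = maximum activity change below -70%; inconclusive = maximum activity change from -70% to -50%; inactive = maximum activity change above -50%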;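 also: thallium influx rate constant from kinetic fluorescence after stimulation buffer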
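Measured as rate of thallium-driven FluxOr signal in transduced U2OS cells carrying the 3.1 channel, read kinetically for 2 min upon stimulation; values are rate constants scaled to DMSO control wells.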
B2AR arrestin – beta2AR (human) beta-arrestin recruitment activity | AID 492947 | beta-arrestin recruitment to beta2AR, cell-based reporter | P07550 | Potency, µM (titrated, usually from 46.1 µM), for inactives: at the highest dose activation, actives largely listed as activators | 330,000 compounds, 0.02% hits;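 also: potency is read from the fitted curve at half-maximal effect; 0% = DMSO controls and full agonism = EC100 isoproterenol or metaproterenol; nearly all actives have a fitted effect of over 65% in size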
Target sequence (P07550 whole entry, looked up): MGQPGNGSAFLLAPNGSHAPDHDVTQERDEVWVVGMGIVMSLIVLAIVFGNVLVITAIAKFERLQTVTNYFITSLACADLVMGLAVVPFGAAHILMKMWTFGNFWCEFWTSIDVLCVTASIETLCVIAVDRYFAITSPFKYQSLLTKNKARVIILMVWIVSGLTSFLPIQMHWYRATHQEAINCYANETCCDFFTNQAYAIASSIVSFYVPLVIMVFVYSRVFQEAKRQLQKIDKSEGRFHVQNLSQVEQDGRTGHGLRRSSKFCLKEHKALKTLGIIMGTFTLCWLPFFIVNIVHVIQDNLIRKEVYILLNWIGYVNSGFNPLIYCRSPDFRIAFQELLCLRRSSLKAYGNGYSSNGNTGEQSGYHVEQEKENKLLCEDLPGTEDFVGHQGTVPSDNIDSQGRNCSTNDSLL
USP2a block – USP2a (human) protease inhibition; O75604; USP2 core, Ub-CHOP2 coupled fluorogenic reporter, 485/531; Potency, µM (series often up to 38.3 µM), for the others: at the top dose activity change, negative = inhibition, usual class: inhibitors; 330,000 compounds, 0.01% hits;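 also: potency is read from the fitted curve at half-maximal effect; plate controls were DMSO wells for no effect and full inhibition by NEM control for full effect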
Target sequence (O75604 whole entry, looked up): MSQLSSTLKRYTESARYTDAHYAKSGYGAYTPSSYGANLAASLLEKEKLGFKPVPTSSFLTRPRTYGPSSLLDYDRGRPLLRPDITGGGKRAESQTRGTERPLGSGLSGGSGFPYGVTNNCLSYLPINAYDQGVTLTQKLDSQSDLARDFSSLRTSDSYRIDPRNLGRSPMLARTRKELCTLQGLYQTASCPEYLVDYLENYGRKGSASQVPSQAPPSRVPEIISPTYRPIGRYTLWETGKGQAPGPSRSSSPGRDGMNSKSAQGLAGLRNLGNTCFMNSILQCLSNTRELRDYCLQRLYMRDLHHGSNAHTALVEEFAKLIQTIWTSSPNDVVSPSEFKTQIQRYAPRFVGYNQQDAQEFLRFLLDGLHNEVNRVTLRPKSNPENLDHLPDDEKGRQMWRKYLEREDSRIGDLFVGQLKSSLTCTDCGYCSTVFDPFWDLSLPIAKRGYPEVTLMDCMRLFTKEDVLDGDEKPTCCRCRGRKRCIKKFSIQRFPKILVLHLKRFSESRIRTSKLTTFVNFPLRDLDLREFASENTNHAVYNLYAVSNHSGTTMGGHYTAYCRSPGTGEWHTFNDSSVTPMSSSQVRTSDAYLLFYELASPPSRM
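Cell-free coupled assay: 10nM USP2 core preincubated 30min RT with compound in Tris-HCl pH 8.0/CaCl2/CHAPS buffer, then 25nM Ub-CHOP2 and 25nM reporter substrate; fluorescence (Ex 485/Em 531) read after 60min RT, normalized to NEM inhibition, concentration-response curves fitted.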
Eya2 phos inh – inhibitors of human Eya2 phosphatase activity; recombinant Eya2, OMFP fluorescence dephosphorylation (OMFP is methylfluorescein phosphate); AID 488837; Potency, µM (doses to about 76.9 µM), for the others: at the top dose activity, negative = inhibition, actives largely listed as inhibitors; 330,000 compounds, 0.006% hits; also: potency is read from the fitted curve at half-maximal effect
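Eya2 (0.2 uM) preincubated 10 min at ambient with compound, then OMFP substrate added at 50 uM; 10 min reaction in 50 mM HEPES pH 7.5, 50 mM NaCl, 5 uM MgCl2, 0.05% BSA, 1 mM DTT. Fluorescence read at Ex 485/Em 525 nm.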
GALK inhibitor – blocks human galactokinase activity | 270,000 compounds, 0.007% hits | P51570 | Potency, µM (titrated, usually from 57.5 µM), for inactives: at the highest dose activity change, negative = inhibition, actives largely listed as inhibitors | Purified GALK, Kinase-Glo residual ATP luminescence | AID 1868; also: potency is read from the fitted curve at half-maximal effect
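ATP-depletion format; final 35 uM ATP, 100 uM D-galactose, 5 nM enzyme; pH 8.0 HEPES/Mg2+ buffer; 60 min RT; luminescence read 10 min after detection reagent.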
PKM2 activator – increases activity of human pyruvate kinase M2. P14618. purified PKM2, Kinase-Glo ATP luminescence, activation; response scale: 0% is enzyme alone, no compound. AID 1631. 260,000 compounds, 0.34% hits. Potency, µM (highest dose often 57.5 µM), inactives show top-dose activation, actives largely listed as activators; also: potency is read from the fitted curve at half-maximal effect; nearly all actives have a fitted effect of over 55% in size
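Purified hPK-M2 (>95% pure) converted ADP (0.1 mM final) to ATP with 0.5 mM PEP in 50 mM imidazole pH7.2, KCl, MgCl2, Tween 20, BSA; 1 h at room temperature. ATP detected by Kinase-Glo luminescence.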
uPA generation – inhibitors of cell surface uPA generation; cell surface uPA generation assay, qHTS; Potency, µM (highest dose often 38.3 µM), for the others: at the top dose activity change, negative = inhibition, most hits filed as inhibitors; 330,000 compounds, 0.31% hits; active = well fitted inhibition curve with a large enough effect; inconclusive = small, poorly fitted or top-dose-only effect; inactive = no such curve, though single readings can be large or run the other way; tested in mouse RAW 264.7 cells; also: potency is read from the fitted curve at half-maximal effect; nearly all actives have a fitted effect of over 55% in size
hERG WT inh – KCNH2 (human, wildtype) channel inhibition | U2OS, BacMam KCNH2, thallium flux FluxOr; stronger effect = lower value | activity change, % at 1.84 µM | 340,000 compounds, 0.37% hits;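 active = maximum activity change below -70%; inconclusive = maximum activity change between -70% and -50%; inactive = maximum activity change above -50%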
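U2OS cells were transduced with wild-type KCNH2 virus (2.03 x 10^8 / mL) for 4 h at room temperature, then cultured overnight at 37 C. Thallium flux was read with FluxOr dye. Rate constants were normalized to DMSO controls.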
An asterisk follows results filed as active; ? = inconclusive; . = not tested or not shown; [ ] = remark or other dose. Unless noted, calls follow the shape of the dose curve; as a rule, active = well fitted curve in the direction sought with a large enough effect; inconclusive = small, poorly fitted or top-dose-only effect, or another doubt; inactive = no such curve, though single readings can be large; an effect the other way counts as inactive or inconclusive. Unless noted, % is scaled to controls: 0 for no effect and ±100 for the full control effect.

SMILES | Chronic BCR inh | Giardia killer | Coupling enz | KCNH2 3.1 inh | B2AR arrestin | USP2a block | Eya2 phos inh | GALK inhibitor | PKM2 activator | uPA generation | hERG WT inh
Clc1ccccc1OCc1nnc2n1CCCCC2 | ? | 8 | 2 | -6 | 0.5% | 9% | -2% | -1% | 8% | 1% | 4
CCCCN(C(=O)C(C)Oc1ccc(Cl)cc1)c1c(N)n(CCCC)c(=O)[nH]c1=O (configuration not stated) | -9% | 7 | . | -9 | -0.4% | -1% | 6% | . | . | 6% | -1
Cc1nn(CC(=O)NCC(C)c2ccccc2)c(=O)c2cccn12 (configuration not stated) | 1% | 3 | 3 | 2 | 0.3% | 1% | 9% | -1% | 1%[0.46 µM] | 1% | -23
N#CCCN(C(=O)COC(=O)CCc1c[nH]c2ccccc12)c1ccc(F)cc1 | 10% | 15 | . | -4 | -0.1% | 2% | 15% | . | . | -1% | -3
CCOC(=O)c1c(C)[nH]c(C)c1C(=O)COC(=O)/C=C/c1ccc(OC)cc1 | ? | -7 | . | 1 | 0.1% | 1% | 3% | . | . | 2.5µM* | -5
NCCCCCc1nnc(SCc2ccccc2Cl)o1 | ? | -14 | 0 | 22 | -0.3% | 1% | -24% | -2% | -1% | -2% | 5
CCC(=O)NNc1nc2c(F)cc(F)cc2s1 | 4% | -3 | 0 | -1 | 0.0% | 1% | 7% | -1% | -2% | 9% | 1
C/C=C/C1=CC(=O)C[C@H](c2ccc(F)cc2)C1 | 7% | 2 | . | -4 | -1.0% | 3% | 3% | . | . | ? | -4
CN1CCc2nc(NC(=O)COc3ccc(C#N)cc3)sc2C1 | 1% | 4 | -1 | -9 | 0.2% | 1% | 0% | 1% | 3% | . | -9
Cc1ccc(NC(=O)COC(=O)CNC(=O)c2ccco2)cc1 | 6% | 2 | 3 | -2 | -0.2% | 6% | -4% | -1% | -5% | 1% | -23
O=C(Nc1ccc(-n2cc(Cl)cn2)cc1)c1ccncc1 | 5% | -3 | 3 | 15 | 0.0% | 2% | -6% | 0% | 0%[11.5 µM] | -29% | -24
O=C1NC[C@H](Cc2ccccc2)N(CCc2cccc(F)c2)C1=O | -4% | 13 | -1 | -15 | -0.5% | -10% | -15% | -2% | -2% | 3% | -2
COc1ccc(N2CCN(C(CNC(=O)c3cccs3)c3ccco3)CC2)cc1 (configuration not stated) | ? | -5 | . | 2 | 0.4% | 0% | 11% | . | . | 29% | -7
COc1ccc(CCC(=O)N2CC(C)OC(C)C2)cc1 (configuration not stated) | ? | 6 | 3 | 2 | -1.4% | 3% | 5% | 0% | -5% | -14% | 10
COCCN(C(=O)Nc1ccccc1)c1ccccc1 | ? | -17 | 2 | -1 | -0.1% | 8% | -2% | 1% | 0% | 5% | -11
CCOc1ccc(S(=O)(=O)Nc2ccc(C(=O)NCC(c3ccco3)N(C)C)cc2)cc1 (configuration not stated) | -5% | 26 | -2 | 4 | -0.6% | -1% | 13% | 0% | -1% | 4% | 8
CCNc1nc(CN2CCCCC2)nc2scc(-c3ccccc3)c12 | 0% | -13 | 1 | . | 0.2% | -2% | 4% | -3% | 5% | -8% | 48
CC(C)(C)OC(=O)N1CCC(C(=O)Nc2ccc(C(=O)N3CCOCC3)cc2)CC1 | ? | -9 | . | 6 | 0.2% | 2% | -13% | . | . | -4% | -26
C=CCn1c(N)c(C(=O)Nc2ccc(C)cc2)sc1=S | -11% | -25 | -2 | -1 | -0.5% | 1% | 24% | 3% | -2% | -11% | 28
C#CCOCCOCCOCCNc1nc(N2CCN(C(=O)[C@H](CCC(=O)O)n3cc(C(N)CC(C)C)nn3)CC2)nc(N2CCN(C(=O)[C@H](Cc3cc4ccccc4[nH]3)n3cc(C(N)[C@H](C)CC)nn3)CC2)n1 (some centres not stated) | -1% | 3 | 1 | . | -0.1% | 0% | 13% | -1% | 3% | 7% | .
COc1ccc(Cl)cc1NC(=O)CN(C)C(=O)Cn1cnc2c1c(=O)n(C)c(=O)n2C | -2% | -1 | . | 10 | -0.8% | 2% | 11% | . | . | -5% | 2
Cc1ccccc1OCC(O)Cn1c2ccccc2c2ccccc21 (configuration not stated) | 7% | -11 | -6 | -9 | -0.3% | -2% | -2% | -4% | 1% | -6% | -11
Cc1ccc2nc(C(F)C(F)(F)F)[nH]c2c1 (configuration not stated) | 21% | 12 | 1 | -5 | 0.0% | -1% | 5% | -3% | 4% | -4% | -3
COC(=O)c1ccc(Cl)cc1N(Cc1c(F)cccc1Cl)S(C)(=O)=O | 0% | -10 | -1 | -12 | -0.4% | 2% | 2% | . | -2% | -3% | -3
CCN(C(=O)CSc1nc2ccccc2n1CC)C1CCS(=O)(=O)C1 (configuration not stated) | 0% | -14 | -1 | 2 | -0.2% | 3% | -4% | 2% | 1% | 1% | -30

Next section, overlapping the part above by 6 compounds.
SMILES | Chronic BCR inh | Giardia killer | Coupling enz | KCNH2 3.1 inh | B2AR arrestin | USP2a block | Eya2 phos inh | GALK inhibitor | PKM2 activator | uPA generation | hERG WT inh
C#CCOCCOCCOCCNc1nc(N2CCN(C(=O)[C@H](CCC(=O)O)n3cc(C(N)CC(C)C)nn3)CC2)nc(N2CCN(C(=O)[C@H](Cc3cc4ccccc4[nH]3)n3cc(C(N)[C@H](C)CC)nn3)CC2)n1 (some centres not stated) | -1% | 3 | 1 | . | -0.1% | 0% | 13% | -1% | 3% | 7% | .
COc1ccc(Cl)cc1NC(=O)CN(C)C(=O)Cn1cnc2c1c(=O)n(C)c(=O)n2C | -2% | -1 | . | 10 | -0.8% | 2% | 11% | . | . | -5% | 2
Cc1ccccc1OCC(O)Cn1c2ccccc2c2ccccc21 (configuration not stated) | 7% | -11 | -6 | -9 | -0.3% | -2% | -2% | -4% | 1% | -6% | -11
Cc1ccc2nc(C(F)C(F)(F)F)[nH]c2c1 (configuration not stated) | 21% | 12 | 1 | -5 | 0.0% | -1% | 5% | -3% | 4% | -4% | -3
COC(=O)c1ccc(Cl)cc1N(Cc1c(F)cccc1Cl)S(C)(=O)=O | 0% | -10 | -1 | -12 | -0.4% | 2% | 2% | . | -2% | -3% | -3
CCN(C(=O)CSc1nc2ccccc2n1CC)C1CCS(=O)(=O)C1 (configuration not stated) | 0% | -14 | -1 | 2 | -0.2% | 3% | -4% | 2% | 1% | 1% | -30
O=C(Nc1ccccc1)Oc1ccc[nH]c1=O | ? | 14 | -44* | -3 | -0.5% | 5% | 11% | 2% | 14% | -1% | 14
COc1ccc(S(=O)(=O)Cc2ccccc2)cc1N | ? | -5 | 0 | -12 | 0.0% | -2% | -8% | -2% | -6% | -11% | -12
CCOC(=O)C1(CCOc2ccccc2)CCN(Cc2cccc(OC)c2O)CC1 | -9% | -8 | -2 | -113* | -0.3% | -2% | -13% | 2% | -1% | -7% | -102*
OCC1(Cc2cccc(C(F)(F)F)c2)CCN(Cc2cc3ccccc3o2)CC1 | -7% | 5 | -1 | ? | 0.1% | 0% | -10% | -2% | -5% | 1% | -21
CCOCCCNCc1cc(Cl)cc(Cl)c1OCC | 0% | -17 | 2 | 4 | 0.0% | -3% | 2% | 3% | -10% | 10% | -11
COc1ccc(Cn2nnnc2CN(CCCN2CCOCC2)Cc2cc3cc(OC)ccc3[nH]c2=O)cc1 | 3% | 6 | 1 | 3 | -0.6% | 0% | 3% | 3% | -3% | -5% | -11
COCCNC(=O)c1c(N)sc2c1CCCC2 | 3% | . | -9 | . | 0.0% | 2% | -14% | 0% | -8% | . | .
CCOC(=O)c1cnc2c(-c3ccccc3)c(C)nn2c1N | ? | 3 | 3 | 15 | 0.0% | 0% | 25% | 1% | -2% | -4% | 0
O=C(Cn1cnc2cc([N+](=O)[O-])ccc2c1=O)Nc1cccc(S(=O)(=O)N2CCOCC2)c1 | ? | 2 | 8 | 1 | -1.0% | 9% | 6% | 7% | 0% | -1% | 9
N#Cc1cc2cc3c(cc2nc1SCC(=O)N1CCCC1)OCCO3 | 3% | -2 | 0 | -16 | 0.0% | 2% | -1% | 1% | . | 7% | -1
Cc1cnc(C(=O)OC(C)C(=O)NCc2ccccc2)cn1 (configuration not stated) | 0% | 0 | . | -3 | 0.1% | 0% | -3% | . | . | 2% | -2

Rows are unselected; overall some 2.4% were active at least once.
